# Bioassay records (PubChem BioAssay)
# TR SRC2 fluor cs: counter-screen for TRb-SRC2 inhibitors: fluorescence interference. TRb/SRC2 Texas Red total fluorescence interference. Potency, µM (series often up to 106 µM), for the others: at the highest dose fluorescence change, negative = quenching. hit rate 0.29% among 280,000; active = well fitted curve in either direction with a large enough effect; inconclusive = small, poorly fitted or top-dose-only effect; also: potency is read from the fitted curve at half-maximal effect; % is scaled to controls: 0 for no effect and ±100 for the full control effect
#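 Flags fluorescent or light-absorbing compounds by total fluorescence, S + 2P, at 555 nm excitation and 632 nm emission. Mixture: 20 nM Texas Red SRC2 peptide, 0.6 uM human TRb LBD, 1 uM T3, 5% DMSO; compound exposure 5 h at ambient temperature.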
# CBFb RUNX1 block: inhibitors of human CBF-beta and RUNX1 interaction; 230,000 tested, under 10 active; AlphaScreen CBFb-His/RUNX1-biotin binding, biochemical; Q01196+Q13951; Potency, µM (doses to about 59.8 µM), without a hit: top-dose activity, negative = inhibition, actives largely listed as inhibitors; also: % of control where 0% means no effect
#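 Compounds were screened at multiple concentrations against a preformed CBF-beta(His)/RUNX1(biotin) complex (30 nM of each) for 15 min at room temperature, followed by 90 min with nickel and streptavidin beads and AlphaScreen reading.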
# Tau fluor counter: counter-screen for tau fibril formation inhibitors; tau K18 P301L Alexa594 fluorescence, heparin fibrillization; Potency, µM (top dose mostly 57.7 µM), without a hit: at the top dose activity change, negative = decrease; hit rate 0.93% among 280,000; also: potency is read from the fitted curve at half-maximal effect; % is scaled to controls: 0 for no effect and ±100 for the full control effect; nearly all actives have a fitted effect of over 55% in size
#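 Human tau K18 P301L (15 uM unlabeled, 0.24 uM Alexa 594-labeled) in 100 mM sodium acetate pH 7 with 20 uM heparin, 6 hr at 37 C. ThT 30 uM added, 1 hr ambient; Alexa 594 FP and total fluorescence read at 555/632 nm.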
# NPSR antagonist: antagonists of human neuropeptide S receptor cAMP signaling. Q6W5P4. CHO-NPSR cells, cAMP TR-FRET, antagonist mode. hit rate 1% among 220,000. Potency, µM (series often up to 38.3 µM), for the others: at the highest dose activity change, negative = inhibition, actives largely listed as inhibitors; also: potency is read from the fitted curve at half-maximal effect; % is scaled to controls: 0 for no effect and ±100 for the full control effect; nearly all actives have a fitted effect of over 50% in size; many of its hits are not listed in these tables
# GLA spleen mod: alpha-galactosidase A (human) modulation | human spleen homogenate, 4MU-alpha-Gal fluorescence, 40 min | Potency, µM (doses to about 80 µM), for inactives: top-dose activity change, negative = inhibition, most hits filed as inhibitors | hit rate 0.008% among 240,000 | P06280;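 also: potency is read from the fitted curve at half-maximal effect; 0% = enzyme with vehicle and -100% = no enzyme basal signal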
# Target sequence (P06280 32-429 limits assumed): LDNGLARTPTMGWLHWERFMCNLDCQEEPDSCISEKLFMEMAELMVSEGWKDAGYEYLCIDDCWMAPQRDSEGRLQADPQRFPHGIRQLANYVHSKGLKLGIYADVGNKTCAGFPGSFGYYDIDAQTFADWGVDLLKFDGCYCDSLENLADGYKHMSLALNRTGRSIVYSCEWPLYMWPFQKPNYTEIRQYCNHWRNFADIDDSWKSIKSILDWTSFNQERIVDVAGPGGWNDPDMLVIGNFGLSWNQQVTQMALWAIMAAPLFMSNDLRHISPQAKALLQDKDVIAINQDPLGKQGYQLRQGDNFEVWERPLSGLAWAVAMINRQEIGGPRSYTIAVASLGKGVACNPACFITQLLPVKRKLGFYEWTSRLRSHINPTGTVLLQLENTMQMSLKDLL
#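 Human spleen homogenate (1 ug) was the enzyme source, with 4-methylumbelliferyl-alpha-D-galactopyranoside (1 mM final) in pH 5.0 citrate buffer with 0.01% Tween-20. Compounds were titrated; after 40 min at 37C, NaOH/glycine stop, 4-MU fluorescence read; AC50 from Hill fits.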
# Epigenetic derep: epigenetic control regulation, reporter derepression; murine LDR cells, GFP reporter derepression, 30 h; Potency, µM (doses to about 53.9 µM), for the others: at the highest dose GFP activation, most hits filed as activators; hit rate 0.2% among 280,000; AID 1865; also: potency is read from the fitted curve at half-maximal effect; % of control where 0% means no effect; nearly all actives have a fitted effect of over 60% in size
#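 Derepression of a silenced CMV-GFP reporter in murine LDR cells is scored by enumerating GFP-positive cells with a laser-scanning microplate cytometer after 30 hours of treatment at 37 C.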
# Tau fibril FP: inhibitors of human tau fibril formation | P10636 | K18 P301L tau heparin fibrillization, Alexa594 FP, 6 h | Potency, µM (doses to about 57.7 µM), without a hit: top-dose activity, negative = inhibition, hits mostly inhibitors | hit rate 0.39% among 280,000; also: potency is read from the fitted curve at half-maximal effect; % is scaled to controls: 0 for no effect and ±100 for the full control effect; nearly all actives have a fitted effect of over 55% in size
# Target sequence (P10636 561-689 P618L limits assumed): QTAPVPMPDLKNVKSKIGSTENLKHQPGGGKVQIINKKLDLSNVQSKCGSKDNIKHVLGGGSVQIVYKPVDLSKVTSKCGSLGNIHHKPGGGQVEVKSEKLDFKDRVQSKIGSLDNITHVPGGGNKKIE
#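 Compound effects on tau fibrillization are measured by Alexa 594 fluorescence polarization (ex 555, em 632 nm). K18 P301L tau is used at 15 uM with 0.24 uM labeled tracer, and 20 uM heparin induces aggregation over 6 hr at 37 C.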
# TRb SRC2 PPI: TRbeta-SRC2 interaction inhibition; P10828; TRbeta-SRC2 peptide binding, fluorescence polarization; receptor liganded with 1 µM T3; Potency, µM (top dose mostly 106 µM), for inactives: top-dose activity change, negative = inhibition, most hits filed as inhibitors; hit rate 0.065% among 280,000; AID 1469;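 also: potency is read from the fitted curve at half-maximal effect; plate controls were bound peptide for no effect and peptide without receptor for full effect; nearly all actives have a fitted effect of over 50% in size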
# Target sequence (P10828 whole entry, looked up): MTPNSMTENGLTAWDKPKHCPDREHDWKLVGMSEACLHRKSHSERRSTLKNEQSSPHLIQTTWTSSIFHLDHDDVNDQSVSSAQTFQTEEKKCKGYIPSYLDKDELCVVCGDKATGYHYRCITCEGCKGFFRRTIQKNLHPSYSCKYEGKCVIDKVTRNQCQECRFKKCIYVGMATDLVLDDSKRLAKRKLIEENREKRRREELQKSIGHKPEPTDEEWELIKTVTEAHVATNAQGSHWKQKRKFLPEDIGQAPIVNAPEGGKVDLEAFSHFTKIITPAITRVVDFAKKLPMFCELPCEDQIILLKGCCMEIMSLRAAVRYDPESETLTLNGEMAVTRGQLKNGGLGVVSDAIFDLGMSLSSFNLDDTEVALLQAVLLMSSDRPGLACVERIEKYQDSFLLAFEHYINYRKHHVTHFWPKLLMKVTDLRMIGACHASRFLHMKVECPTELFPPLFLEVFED
#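 Decrease in fluorescence polarization of 20 nM Texas Red SRC2 coactivator peptide flagged inhibition of its binding to 0.6 uM TRb LBD; 1 uM T3 included, incubation 5 hr, ex 555/em 632 nm.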
# * marks the source's active call; other numbers are inactive results; ? = inconclusive; / = no result given; [ ] = dose if it differs, or a comment. Unless noted, calls follow the shape of the dose curve; as a rule, active = well fitted curve in the direction sought with a large enough effect; inconclusive = small, poorly fitted or top-dose-only effect, or another doubt; inactive = no such curve, though single readings can be large; an effect the other way counts as inactive or inconclusive. These rows are one share of the data. The share of hits here may be higher or lower than overall.
SMILES,TR SRC2 fluor cs,CBFb RUNX1 block,Tau fluor counter,NPSR antagonist,GLA spleen mod,Epigenetic derep,Tau fibril FP,TRb SRC2 PPI
C=CCN1C(=O)/C(=C/c2ccc(OC)cc2)S/C1=N/c1nccs1,-2.2%,-3.4%,-16.4%,1.6%,9.0%,7.3%,-7.9%,-4.0%
CSc1cccc(NS(=O)(=O)c2ccc3[nH]cc(C(=O)N4CCCCCC4)c(=O)c3c2)c1,-0.4%,/,?,/,/,-2.1%,-13.1%,10.6%
COc1cc(CNC(=O)c2cc3n(n2)CCCN(Cc2cccc(F)c2)C3=O)cc(OC)c1OC,0.3%,/,-23.9%,/,/,2.0%,-4.2%,0.9%
C=CCNC(=O)CC(=O)N/N=C/c1cccs1,-1.1%,2.0%,14.4%,15.6%,0.5%,6.5%,3.3%,0.0%
COC(=O)CC1C(=O)NCCN1C(=O)CSc1nc2ccccc2s1 (stereo not given),2.7%,-3.8%,-12.3%,11.1%,-1.4%,-0.3%,?,-6.6%
CCCCCCCCCCCCCCCCCC(=O)NCC(COP(=O)([O-])OCC[N+](C)(C)C)OCC (stereo not given),-18.0%,16.2%,-6.4%,?,9.6%,-1.1%,13.1%,-1.2%
CCOc1ccc(C(=O)N2CCSC2=S)cc1,-1.3%,8.4%,-15.2%,-5.3%[46.1 µM],-1.0%,-1.1%,-7.0%,-4.5%
O=C(NC1(C(F)(F)F)C(=O)Nc2c1c(=O)[nH]c(=O)n2Cc1ccccc1)c1ccc(Cl)cc1Cl (stereo not given),-4.1%,2.2%,-2.3%,-4.3%[46.1 µM],3.0%,0.9%,0.0%,-1.2%
CC(=O)c1cccc(NC(=O)c2cc(-c3ccc4c(c3)OCCO4)on2)c1,-5.2%,/,-22.2%,/,/,0.0%,?,-2.7%
CCc1cc2ccc(C)cc2nc1SCC(=O)Nc1c[nH]c(=O)[nH]c1=O,-0.8%,1.0%,4.2%,2.7%,3.0%,1.1%,12.1%,3.9%
COc1ccc2nc(SCC(=O)Nc3ccccc3OC)[nH]c2c1,-7.0%,12.2%,-25.8%,21.8%,3.3%,1.1%,-0.5%,0.8%
Cc1cc(Br)cc(C)c1OCCCCN(C)C,-3.9%,-14.8%,0.9%,8.8%[46.1 µM],2.2%,0.0%,-4.7%,-9.3%
C/C=C\C(=O)Nc1cccc(C2=NOC3(C2)C[C@@H](C(N)=O)N(C(=O)c2ccc(OC)cc2)C3)c1 (stereo not given in full),2.2%,-3.0%,2.7%,24.0%,-6.3%,-3.3%,1.4%,-2.6%
Cn1c(CC(=O)Nc2ccccc2)c(Sc2ccccc2)c2ccccc21,1.4%,8.1%,-27.0%,-45.6%,-5.9%,1.0%,-13.0%,-5.9%
Cc1nc(NCCc2ccccc2)c(C#N)c(C)c1[N+](=O)[O-],-1.3%,-3.3%,3.8%,-48.4%,9.7%,-0.1%,-1.6%,-5.6%
Cc1cc(Nc2ncc(Cl)cc2Cl)n(-c2ccccn2)n1,-2.5%,10.6%,-5.1%,-2.1%[7.67 µM],7.2%,0.9%,-0.8%,-2.8%
CCCCCCCC/C=C\CCCCCCCC(=O)N(CCO)CCO,0.3%,8.3%[21.7 µM],/,/,-25.0%,/,/,6.1%
Nc1c(-c2nn[nH]n2)cnn1-c1cc(Cl)cc(Cl)c1,-6.5%,5.7%,-5.9%,-3.9%,-3.8%,1.0%,8.2%,-1.0%
Cc1cccc(-n2c(=S)[nH]c3c(oc4ccccc43)c2=O)c1,-0.1%,-3.0%,-4.8%,-36.7%,0.1%,2.1%,-1.2%,1.7%
CCc1cccc(NC(=O)CCS(=O)(=O)c2ccc3nc(C)sc3c2)c1,-0.3%,/,-8.1%,/,/,-1.4%,-1.8%,-7.5%
CCC(=O)Nc1ccc2c(c1)OCCO2,-1.5%,1.8%,-3.9%,-1.5%[46.1 µM],-2.4%,-1.1%,0.0%,-0.7%
CC(OC(=O)CCc1nc2ccccc2c(=O)[nH]1)C(=O)NCc1ccc2c(c1)OCO2 (stereo not given),-0.9%,5.0%,-12.9%,-3.8%[46.1 µM],-3.4%,-1.1%,-2.9%,-19.6%
CCCCn1c(SCC(=O)N2CC(=O)Nc3ccccc32)nnc1-c1ccoc1C,0.5%,3.1%,-1.2%,-13.8%[46.1 µM],5.2%,0.0%,1.5%,4.0%
COc1cccc(-c2cncnc2NCCc2cnc[nH]2)c1,-0.5%,/,-3.4%,/,-6.4%,-1.9%,-6.7%,-3.9%
NC(=O)N/N=C(/CCCCCC/C(=N\NC(N)=O)c1ccccc1)c1ccccc1,-1.3%,-2.1%,-14.4%,39.5%,6.6%,0.5%,-7.4%,9.5%
# (cont.)
SMILES,TR SRC2 fluor cs,CBFb RUNX1 block,Tau fluor counter,NPSR antagonist,GLA spleen mod,Epigenetic derep,Tau fibril FP,TRb SRC2 PPI
CCNC(=O)CC1C(=O)N(c2cccc(OC)c2)C(=O)N1Cc1ccc(OC)c(OC)c1 (stereo not given),0.3%,/,-0.2%,/,/,-1.0%,-0.7%,-1.8%
CCn1c(-c2ccccc2)c(C(=O)CC#N)c2ccccc21,-1.5%,-6.2%,-1.9%,-41.6%,7.3%,0.9%,10.4%,-1.1%
CCOc1ccc(-n2c(SCC(=O)N3CCCc4ccccc43)nc3c([nH]c4ccccc43)c2=O)cc1,-2.7%,/,-6.1%,/,/,3.6%,1.3%,-1.7%
Cc1ccc(C(=O)Nc2cccc(C(F)(F)F)c2)cc1NC(=O)c1nccn1C,-0.2%,3.0%,11.7%,1.5%,-0.3%,1.2%,-0.5%,-1.7%
COc1ccc(N2C(=O)CSC23C(=O)N(CC(=O)NC2CCCCC2)c2ccccc23)cc1 (stereo not given),-2.7%,/,-5.8%,/,/,-1.3%,-6.5%,-2.7%
O=C(Cn1c(=O)n(Cc2ccc(C(=O)NCc3ccccc3Cl)cc2)c(=O)c2ccccc21)Nc1ccc(F)c(Cl)c1,0.3%,/,-17.3%,/,/,0.6%,14.1µM*,-1.5%
CC(CCc1ccccc1)NC(=O)c1ccc(NC(=O)c2ccccc2)cc1 (stereo not given),-6.6%,2.8%,-9.4%,5.1%[46.1 µM],4.2%,-0.9%,-10.2%,1.1%
CCc1cccc(C)c1NC(=O)CCn1nc(C)c2c(C)n(-c3ccccc3)nc2c1=O,0.1%,/,-5.4%,/,/,-5.7%,-1.6%,-5.2%
CSc1nc2nc(C(F)(F)F)cc(-c3ccccc3)n2n1,-1.4%,9.3%,-10.9%,6.1%[46.1 µM],14.5%,-0.1%,4.3%,-3.1%
COc1cccc(/C=C/c2nc(C#N)c(N3CCN(C)CC3)o2)c1,-5.3%,/,-23.4%,/,/,6.3%,-17.0%,3.6%
CN(Cc1cccnc1)Cc1cn(Cc2ccccc2)nc1-c1ccc2c(c1)OCO2,1.0%[53 µM],-11.1%,-8.4%,18.0%,5.0%,-1.6%,-5.8%,-1.7%[53 µM]
COC(=O)C12CC3CC(C1)CC(n1cnc(Cl)n1)(C3)C2,1.3%,1.0%,1.2%,11.6%,5.2%,-0.1%,4.6%,-18.0%
COc1ccc2nc(NC(=O)C3COc4ccccc4O3)sc2c1 (stereo not given),-5.9%,-1.4%,?,-2.3%[46.1 µM],4.2%,0.2%,-13.3%,-1.9%
COc1cc(CNCCc2ccc(S(N)(=O)=O)cc2)ccc1OCC(=O)N1CCCCC1,3.0%,-4.9%,-3.4%,35.7%,-0.3%,-1.0%,1.4%,2.6%
COC(=O)c1sccc1NC(=O)COc1ccc(Cl)cc1,-2.5%,24.2%,-18.7%,-6.9%,2.6%,-1.5%,-8.8%,-4.0%
COc1ccccc1C(=O)NCC(=O)OCc1csc(-c2ccccc2)n1,6.3%,-1.2%,-9.7%,6.4%,-4.0%,0.0%,5.0%,1.0%
COc1cccc(NC(=O)Nc2cc(NC(=O)Nc3cccc(OC)c3)c(C)nc2C)c1,-2.6%,?,11.2µM*[quencher],2.9%,8.2%,-3.0%,22.4µM*,-1.1%
COc1ccc(Cn2c(=O)c3c(nc(NCCO)n3C)n(C)c2=O)cc1,-3.4%,6.2%,7.6%,-3.7%[46.1 µM],3.8%,1.2%,6.8%,-7.0%
COc1ccc(-c2cc(C(F)(F)F)n3nc(C(=O)N4CCOCC4)nc3n2)cc1,-2.5%,5.4%,-1.3%,1.5%[46.1 µM],0.6%,0.0%,10.6%,0.9%
COc1ccc(CCNC(=O)COc2nsnc2N2CCOCC2)cc1OC,0.9%,0.4%,-6.4%,-3.3%[46.1 µM],1.8%,-1.1%,2.3%,5.8%
Cc1coc2c(C)c3oc(=O)c(CC(=O)NCCc4ccc(Cl)cc4)c(C)c3cc12,-0.5%,/,-4.3%,/,/,-2.7%,-6.7%,2.1%
COc1ccccc1NC(=O)CSc1nc(O)cc(=O)n1C,1.0%,3.7%,0.6%,-8.1%[46.1 µM],?,1.2%,-3.9%,4.0%
COc1ccc(/C=N/NC(=O)Cn2c(Cc3ccc(OC)c(OC)c3)nc3ccccc32)cc1,0.2%,-3.3%,-9.8%,-10.8%,0.6%,-3.0%,3.3%,-0.1%
Cc1cc(C)c(S(=O)(=O)Nc2ccc(-c3ccc(N4CCC(C)CC4)nn3)cc2)cc1C,0.3%,/,-17.9%,/,/,0.0%,-3.4%,-2.4%
COc1ccc(-c2csc(N3CCN(Cc4ccc5c(c4)OCO5)CC3)n2)cc1,-5.5%,-1.9%,-29.5%,-27.3%[46.1 µM],18.1%,2.3%,8.3%,-5.4%

# Entries above containing a thiophene ring, fused or not (2):
SMILES,TR SRC2 fluor cs,CBFb RUNX1 block,Tau fluor counter,NPSR antagonist,GLA spleen mod,Epigenetic derep,Tau fibril FP,TRb SRC2 PPI
C=CCNC(=O)CC(=O)N/N=C/c1cccs1,-1.1%,2.0%,14.4%,15.6%,0.5%,6.5%,3.3%,0.0%
COC(=O)c1sccc1NC(=O)COc1ccc(Cl)cc1,-2.5%,24.2%,-18.7%,-6.9%,2.6%,-1.5%,-8.8%,-4.0%
